BCR signal inh – blocks chronic active B-cell receptor signaling; ABC-DLBCL IkBa-CBG/CBR reporter, luminescence ratio, 4 h; Potency, µM (doses to about 46.1 µM), for the others: top-dose ratio change, negative = lower green/red ratio, most hits filed as inhibitors; 340,000 tested, 0.05% active; AID 493014; active = well fitted inhibition curve with a large enough effect in the signal ratio, with a control signal flat, not every such curve was filed as active; inconclusive = small, poorly fitted or top-dose-only effect, or effect the other way, or a change in a side signal; the % refers to the signal ratio;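 note: potency is the fitted concentration of half-maximal effect; plate controls were basal doxycycline-induced cells for no effect and cells given 10 µM MG132 for full effect; MG132 reads +100%, hits lower the ratio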
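Cell line TMD8 (human ABC DLBCL), stably expressing tet-inducible CBG68-IkBa fusion and CBR; IMDM/0.5% FBS; cpd up to 46 uM; dox induction, 4 h, 37C/5% CO2; dual luminescence; green/red ratio; MG132 control.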
A-T KAP1 phos – candidate therapy for ataxia-telangiectasia; Potency, µM (series often up to 57.5 µM), inactives show top-dose activation, usual class: activators; 320,000 tested, 0.19% active; […] A-T fibroblasts, KAP-1 phosphorylation AlphaLISA; neocarzinostatin DNA damage 30 min before lysis; AID 485349; note: potency is the fitted concentration of half-maximal effect; % of control where 0% means no effect; nearly all actives have a fitted effect of over 45% in size
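hTERT-immortalized A-T patient fibroblasts ([…]), 500 cells/well in OPTI-MEM, 1% FBS, got compounds for 60 min, then NCS for 30 min at 37C. Lysates were then assayed for phospho-KAP-1 by AlphaLISA (anti-pKAP1 donor, anti-KAP1 acceptor beads), 6 hr at 25C.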
ELG1 DNA repair – inhibitors of ELG1-dependent DNA repair in HEK293T cells; HEK293T ELG1-luciferase reporter, luminescence, 16 h; DNA damage induced by 5-fluorouridine; Potency, µM (series often up to 46.1 µM), for inactives: top-dose activity change, negative = inhibition, most hits filed as inhibitors; 330,000 tested, 2.3% active; note: potency is the fitted concentration of half-maximal effect; % is set by controls: 0 for no effect and ±100 for the full control effect; nearly all actives have a fitted effect of over 55% in size
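Overnight (16 hr) co-exposure of 2,000 cells/well to 5-fluorouridine and compound at 37 °C preceded detection. Luciferase was quantified via ONE-Glo luminescence; loss of signal denotes inhibition.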
Integrin act MD – integrin-mediated muscular dystrophy alleviation activation; 350,000 tested, 0.064% active; AID 624291; alpha7betagal myoblasts, beta-gal FDG fluorescence, 48 h; Potency, µM (top dose mostly 38.3 µM), inactives show top-dose activation, hits mostly activators;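 note: potency is the fitted concentration of half-maximal effect; 100% = response of the positive control SU9516; nearly all actives have a fitted effect of over 60% in size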
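alpha7betagal+/- myoblasts (passage 13, 250/well) treated 48 h at 37C with compounds at 1:260 dilution of DMSO stock. Lysed, then beta-galactosidase activity read as FDG fluorescence (ex 480/em 540) after 30 min, with pre-read for autofluorescence.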
Eya2 inh – inhibitors of human Eya2 phosphatase activity; O00167; recombinant Eya2, OMFP fluorescence dephosphorylation (OMFP is methylfluorescein phosphate); Potency, µM (series often up to 76.9 µM), for inactives: top-dose activity, negative = inhibition, usual class: inhibitors; 330,000 tested, 0.006% active; note: potency is the fitted concentration of half-maximal effect; % is set by controls: 0 for no effect and ±100 for the full control effect
Target sequence (O00167 whole entry, looked up): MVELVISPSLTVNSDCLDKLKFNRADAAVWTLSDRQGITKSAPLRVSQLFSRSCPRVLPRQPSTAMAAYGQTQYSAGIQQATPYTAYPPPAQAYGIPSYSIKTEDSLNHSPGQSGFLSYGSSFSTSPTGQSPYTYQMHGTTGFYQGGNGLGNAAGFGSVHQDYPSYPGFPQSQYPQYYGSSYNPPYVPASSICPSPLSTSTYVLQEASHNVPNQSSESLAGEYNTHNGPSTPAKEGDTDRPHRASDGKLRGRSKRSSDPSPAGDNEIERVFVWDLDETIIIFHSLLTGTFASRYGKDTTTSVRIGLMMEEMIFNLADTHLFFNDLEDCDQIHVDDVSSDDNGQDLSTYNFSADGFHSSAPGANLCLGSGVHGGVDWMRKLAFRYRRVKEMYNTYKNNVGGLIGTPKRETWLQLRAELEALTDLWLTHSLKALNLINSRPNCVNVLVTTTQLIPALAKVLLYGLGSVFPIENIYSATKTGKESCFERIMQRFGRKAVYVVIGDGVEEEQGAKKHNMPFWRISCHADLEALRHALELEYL
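Eya2 protein (added as 0.2 uM solution) was preincubated with compound for 10 min at ambient temperature in 50 mM HEPES pH 7.5, 50 mM NaCl, 5 uM MgCl2, 0.05% BSA, 1 mM DTT. OMFP (added at 50 uM) then reacted 10 min; fluorescence read at 485/525 nm.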
TSHR antagonist – human thyrotropin receptor antagonism. activity change, negative = inhibition, % at 11.5 µM. 330,000 tested, 0.2% active. TSHR-expressing cells, TSH-stimulated cAMP HTRF, 2 h; stronger effect = lower value;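 active = activity change below a set negative limit, meaning inhibition stronger than a set level, cut at about -70% in these data; inconclusive = activity change between two set negative limits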; note: % is set by controls: 0 for no effect and ±100 for the full control effect
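TSHR-expressing cells were treated with compounds, then stimulated with TSH at EC80 (4nM final) for 2 hours at 37 deg C. Cellular cAMP was measured by HTRF competition between lysate cAMP and cAMP-d2 for a cryptate-labelled anti-cAMP antibody.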
Mito fusion act – mitochondrial division inhibition or fusion activation | 320,000 tested, 0.23% active | Potency, µM (highest dose often 46.1 µM), for inactives: at the highest dose growth rescue (activation), actives largely listed as activators | AID 485298 | S. cerevisiae fusion-defective mutant growth rescue, CellTiterGlo 48 h;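 note: potency is the fitted concentration of half-maximal effect; % of control where 0% means no effect; nearly all actives have a fitted effect of over 45% in size; temperature-sensitive fusion mutants such as fzo1-1 at 37 °C on non-fermentable ethanol glycerol medium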
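Growth-rescue viability read-out: after 48 h at the non-permissive 37C in glycerol/ethanol YPEG, yeast mitochondrial fusion mutants are measured by CellTiterGlo luminescence; compounds (23 nl pinned per well) restoring growth score as division inhibitors or fusion activators.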
Tb PFK inh – T. brucei PFK enzyme inhibition. O15648. T. brucei PFK, ADP-Glo luminescence. Potency, µM (titrated, usually from 57.5 µM), for inactives: at the top dose activity, negative = inhibition, actives largely listed as inhibitors. 330,000 tested, 0.17% active;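 note: potency is the fitted concentration of half-maximal effect; 0% = uninhibited 1x PFK enzyme wells and -100% = no-enzyme wells; nearly all actives have a fitted effect of over 60% in size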
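Compounds were pin-transferred as a titration series up to 57 uM into substrate buffer (0.5 mM F6P, 0.1 mM ATP, pH 8.0), then 1.25 nM PFK was added and reactions ran 45 min before ADP-Glo detection.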
PTAP TSG101 blk – blocks PTAP/TSG101 interaction to inhibit HIV-1 budding. Q99816. Fluorescence polarization, FITC-PTAP peptide / Tsg101 binding. Potency, µM (top dose mostly 115 µM), without a hit: top-dose activity change, negative = inhibition, hits mostly inhibitors. 340,000 tested, under 10 active. AID 493005; active = well fitted inhibition curve with a large enough effect in the main read-out, with a control signal flat, not every such curve was filed as active; inconclusive = small, poorly fitted or top-dose-only effect, or effect the other way, or a change in a side signal; inactive = no such curve, though single readings can be large or run the other way; note: potency is the fitted concentration of half-maximal effect; % of control where 0% means no effect
Target sequence (Q99816 whole entry, looked up): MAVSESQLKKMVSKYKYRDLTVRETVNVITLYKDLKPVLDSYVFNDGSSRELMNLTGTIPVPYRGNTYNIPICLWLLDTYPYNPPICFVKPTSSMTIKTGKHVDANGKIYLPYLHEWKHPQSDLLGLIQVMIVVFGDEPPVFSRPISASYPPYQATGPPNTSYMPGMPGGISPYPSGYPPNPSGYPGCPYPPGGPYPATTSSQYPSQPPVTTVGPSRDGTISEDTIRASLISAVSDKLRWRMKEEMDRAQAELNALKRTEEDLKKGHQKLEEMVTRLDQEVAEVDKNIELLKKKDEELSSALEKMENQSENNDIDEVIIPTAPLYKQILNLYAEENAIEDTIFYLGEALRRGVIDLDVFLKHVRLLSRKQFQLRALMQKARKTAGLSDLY
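Steps: Tsg101 binding domain dispensed (10 uM final), compounds pinned in DMSO, FITC-labeled PTAP-motif peptide added (50 nM final); after 20 min binding at room temperature, polarization measured.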
TCR act – T cell receptor activation; AID 504894; 330,000 tested, under 10 active; Potency, µM (series often up to 9.22 µM), without a hit: at the highest dose activation of IL-2 secretion, most hits filed as activators; primary human leukocytes, anti-CD3, IL-2 HTRF, 48 h; note: % of control where 0% means no effect
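Compounds are tested in HTS on primary human leukocytes co-incubated with a-CD3 beads for 48 hr. IL-2 output is measured by time-resolved FRET.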
ASM inhibitor – blocks human secretory acid sphingomyelinase; P17405; placental ASM, HMU-PC fluorogenic substrate, 60 min; Potency, µM (highest dose often 57.5 µM), inactives show at the highest dose activity change, negative = inhibition, hits mostly inhibitors; 340,000 tested, 0.006% active; AID 504937; note: potency is the fitted concentration of half-maximal effect
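Fluorogenic HMU-PC substrate (9 uM final) is turned over by placental ASM in 60 min at 37 C after a 10 min compound preincubation. Reaction ended by alkaline stop (pH 10), with fluorescence read at 386/447 nm.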
An asterisk follows results filed as active; ? = inconclusive; nt = no result given; [ ] = another dose, or the depositor's remark. Unless noted, calls come from the whole dose curve; as a rule, active = well fitted curve in the direction sought with a large enough effect; inconclusive = small, poorly fitted or top-dose-only effect, or another doubt; inactive = no such curve, though single readings can be large; an effect the other way counts as inactive or inconclusive.

structure,BCR signal inh,A-T KAP1 phos,ELG1 DNA repair,Integrin act MD,Eya2 inh,TSHR antagonist,Mito fusion act,Tb PFK inh,PTAP TSG101 blk,TCR act,ASM inhibitor
Cc1cc2cc(CN(Cc3cccs3)S(=O)(=O)c3ccc4c(c3)OCCO4)c(=O)[nH]c2cc1C,7%,3%,1%,2%,-3%,-4,-6%,0%,-2%,0%[46.1 µM],7%
CCc1nnc(NC(=O)CSc2nc3c(cc2C#N)CCC3)s1,17%,-1%,?,22%,-13%,-5,11%,-11%,0%,0%,10%
Cn1c(=O)c2[nH]c(N=Nc3ccc(N)cc3N)nc2n(C)c1=O,?,-7%,-8%,-31%,-3%,-30,5%,-5%,0%,7%,2%
COc1ccccc1-c1cn[nH]c1-c1ccc(OCC(=O)NN)cc1O,-2%,10%,19%,5%,-6%,11,-2%,0%,1%,-2%,-1%
COc1ccc(CCN2C(=O)CC(N3CCN(S(=O)(=O)c4ccccc4)CC3)C2=O)cc1OC (stereo not given),?,-2%,-18%,19%,1%,-3,2%,-2%,-2%,2%,4%
N#C/C(=C\c1ccccc1[N+](=O)[O-])C(=O)NC1CCCCC1,?,-1%,7%,-48%[inhibitor],-7%,-6,9%,5%,-10%,0%,2%
CC(SC1=NCCS1)C(=O)Nc1nnc(-c2ccc(Cl)cc2)s1 (stereo not given),?,7%,?,-10%,15%,1,1%,0%,-1%,0%,-3%
COc1ccc(C(=O)OCC(=O)NC2CCCCCCC2)cc1OC,2%,13%,-24%,20%,-27%,-7,nt,7%,0%,2%,-1%
O=C(O)CC1(CC(=O)Nc2ccc3ccccc3n2)CCCCC1,?,-6%,1%,3%,-8%,-5,5%,-4%,-8%,-1%,0%
Cc1nnsc1-c1c(C(=O)N2CCOCC2)c(C)nn1-c1ccccc1,3%,3%,-1%,?,-3%,2,-4%,-1%,0%,-3%,5%
CC1CCN(C(=O)c2nc[nH]c2C(=O)O[C@H](C)c2ccccc2)CC1,-1%,-2%,5%,-4%,-4%,1,-2%,-4%,2%,-4%,4%
COCCCN(C(=O)c1ccccc1F)c1nc(-c2ccc(OC)cc2)cs1,?,5%,-20%,-25%,-28%,-16,-3%,?,-4%,-3%,-1%
O=[N+]([O-])c1cccnc1NCCNc1ncc(C(F)(F)F)cc1Cl,?,0%,?,-13%,-16%,3,-12%,-2%,1%,4%,-19%
O=C(Cc1ccccc1)n1nc(-c2ccco2)nc1SCc1ccccc1,?,2%,?,13%,-3%,8,-1%,-15%,-1%,1%,1%
COC(=O)C1C2C=CC3(CN(c4cccc(C)c4)C(=O)C13)O2 (stereo not given),-3%,-2%,8%,7%,-13%,-5,0%,5%,-1%,-7%,4%
COc1ccc2nc(SCC(N)=O)cc(C)c2c1,3%,12%,6%,0%,-1%,-12,-5%,-8%,0%,2%,-2%
CCC(=O)Nc1cccc(NC(=O)c2cccc([N+](=O)[O-])c2C)c1,-1%,-7%,23µM*,24%,-19%,44,3%,-5%,-3%,12%[46.1 µM],-8%
O=C(N/N=C/c1cn[nH]c1-c1ccc(Cl)cc1)c1ccc([N+](=O)[O-])cc1,?,2%,-17%,1%,-26%,2,12%,8%,3%,-1%,-8%
CCOC(=O)C(C)n1cnc2c(oc3ccccc32)c1=O (stereo not given),6%,2%,25%,16%,-7%,18,2%,3%,-4%,nt,-3%
COCCn1c(SCC(=O)NCc2ccc3c(c2)OCO3)nnc1C(C)C,-4%,2%,5%,23%,-3%,8,2%,4%,-2%,0%,2%
CCCc1cc(=O)oc2cc(C)cc(OCC(=O)O)c12,0%,6%,-1%,21%,26%,1,-1%,7%,-5%,-6%,13%
N#CCCN(Cc1ccccc1)S(=O)(=O)c1cccs1,2%,14%,10%,-9%,10%,5,5%,2%,-1%,-4%,5%
CN(C)CCNc1nc(S(=O)(=O)c2ccccc2)c(Cl)s1,-3%,26%,-9%,15%,11%,-5,-9%,5%,0%,1%,2%
Cc1ccccc1OCC(=O)Nc1cc(S(=O)(=O)N2CCCCC2)ccc1N1CCN(C)CC1,-1%,1%,?,-47%[inhibitor],14%,1,0%,0%,-10%,6%,-3%
CC(C)(C)C1c2[nH]c3ccccc3c2CCN1Cc1cccc(OCCO)c1 (stereo not given),0%,4%,?,-17%,2%,26,-4%,4%,0%,-2%,19%

Arranged by value in Eya2 inh (lowest first): three from the list above.
molecule,Eya2 inh
O=C(N/N=C/c1cn[nH]c1-c1ccc(Cl)cc1)c1ccc([N+](=O)[O-])cc1,-26%
COc1ccccc1-c1cn[nH]c1-c1ccc(OCC(=O)NN)cc1O,-6%
Cc1ccccc1OCC(=O)Nc1cc(S(=O)(=O)N2CCCCC2)ccc1N1CCN(C)CC1,14%

The listing continues.
structure,BCR signal inh,A-T KAP1 phos,ELG1 DNA repair,Integrin act MD,Eya2 inh,TSHR antagonist,Mito fusion act,Tb PFK inh,PTAP TSG101 blk,TCR act,ASM inhibitor
CCc1ccc(C(=O)Nc2cc(C)ccc2F)s1,?,9%,?,19%,-7%,27,-3%,6%,-4%,-7%,3%
COc1ccc(N2Cc3ccc(C(=O)N/N=C\c4ccc(O)cc4O)cc3C2)cc1,8%,2%,?,nt,12%,-7,9%,9%,nt,nt,nt
O=C(COc1ccc(S(=O)(=O)N2CCCCC2)cc1)NCc1cccnc1,12%,-6%,-1%,-2%,29%,-11,-2%,7%,-3%,6%,1%
CC(=O)c1sc(NC(=O)c2ccc(Cl)cc2)nc1C,1%,3%,?,-30%,9%,-12,-5%,0%,-4%,13%,-1%
CC1CN(C(=O)c2c([N+](=O)[O-])cnn2C)CC(C)O1 (stereo not given),8%,-1%,-2%,-16%,3%,9,1%,2%,-6%,-1%,0%
CCC(=O)Nc1ccc(NC(=O)c2ccccc2Cl)nc1,?,0%,?,-19%,24%,-3,-1%,2%,-4%,5%,-1%
Cc1cccc(C)c1NC(=O)CN(C)c1ccc(C(F)(F)F)cn1,3%,-3%,-2%,1%,-2%,29,16%,-4%,-1%,6%[46.1 µM],5%
COCCn1c(-c2ccc(OC)cc2)c(-c2ccc(OC)cc2)oc1=O,-10%,-3%,-17%,?,-12%,2,9%,2%,-6%,1%,-13%

Pulled by compound from above (5):
structure,BCR signal inh,A-T KAP1 phos,ELG1 DNA repair,Integrin act MD,Eya2 inh,TSHR antagonist,Mito fusion act,Tb PFK inh,PTAP TSG101 blk,TCR act,ASM inhibitor
CC1CN(C(=O)c2c([N+](=O)[O-])cnn2C)CC(C)O1 (stereo not given),8%,-1%,-2%,-16%,3%,9,1%,2%,-6%,-1%,0%
CC(=O)c1sc(NC(=O)c2ccc(Cl)cc2)nc1C,1%,3%,?,-30%,9%,-12,-5%,0%,-4%,13%,-1%
Cc1cccc(C)c1NC(=O)CN(C)c1ccc(C(F)(F)F)cn1,3%,-3%,-2%,1%,-2%,29,16%,-4%,-1%,6%[46.1 µM],5%
CCC(=O)Nc1ccc(NC(=O)c2ccccc2Cl)nc1,?,0%,?,-19%,24%,-3,-1%,2%,-4%,5%,-1%
COc1ccc(N2Cc3ccc(C(=O)N/N=C\c4ccc(O)cc4O)cc3C2)cc1,8%,2%,?,nt,12%,-7,9%,9%,nt,nt,nt
